From PubChem
BCR signal inh – chronic active BCR signaling inhibition; ABC-DLBCL IkBa-CBG/CBR reporter, luminescence ratio, 4 h; Potency, µM (titrated, usually from 46.1 µM), without a hit: top-dose ratio change, negative = lower green/red ratio, actives largely listed as inhibitors; 340,000 compounds, 0.05% hits; AID 493014; active = well fitted inhibition curve with a large enough effect in the signal ratio, with a control signal flat, not every such curve was filed as active; inconclusive = small, poorly fitted or top-dose-only effect, or effect the other way, or a change in a side signal; the % refers to the signal ratio;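 note: potency is the fitted concentration of half-maximal effect; plate controls were basal doxycycline-induced cells for no effect and cells given 10 µM MG132 for full effect; MG132 reads +100%, hits lower the ratio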
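TMD8 human ABC-DLBCL cells with doxycycline-inducible IκBα–green luciferase fusion and unfused red luciferase, in 0.5% FBS medium; compounds up to 46 uM, 4 h at 37C. Green/red luminescence ratio, filter-overlap corrected, fitted to concentration-response curves.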
TSHR antagonist – antagonists of human thyroid stimulating hormone receptor; activity change, negative = inhibition, % at 11.5 µM; 330,000 compounds, 0.2% hits; TSHR-expressing cells, TSH-stimulated cAMP HTRF, 2 h; stronger effect = lower value; AID 504810;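 active = activity change below a set negative limit, meaning inhibition stronger than a set level, cut at about -70% in these data; inconclusive = activity change between two set negative limits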; note: % is set by controls: 0 for no effect and ±100 for the full control effect
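Antagonism was scored as loss of TSH-driven cAMP in TSHR cells, stimulated with 4nM TSH (EC80) for 2 hours at 37 deg C and detected by homogeneous HTRF competition immunoassay.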
Tb PFK block – blocks T. brucei phosphofructokinase; O15648; T. brucei PFK, ADP-Glo luminescence; Potency, µM (titrated, usually from 57.5 µM), for inactives: at the top dose activity, negative = inhibition, hits mostly inhibitors; 330,000 compounds, 0.17% hits;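 note: potency is the fitted concentration of half-maximal effect; 0% = uninhibited 1x PFK enzyme wells and -100% = no-enzyme wells; nearly all actives have a fitted effect of over 60% in size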
Target sequence (O15648 whole entry, looked up): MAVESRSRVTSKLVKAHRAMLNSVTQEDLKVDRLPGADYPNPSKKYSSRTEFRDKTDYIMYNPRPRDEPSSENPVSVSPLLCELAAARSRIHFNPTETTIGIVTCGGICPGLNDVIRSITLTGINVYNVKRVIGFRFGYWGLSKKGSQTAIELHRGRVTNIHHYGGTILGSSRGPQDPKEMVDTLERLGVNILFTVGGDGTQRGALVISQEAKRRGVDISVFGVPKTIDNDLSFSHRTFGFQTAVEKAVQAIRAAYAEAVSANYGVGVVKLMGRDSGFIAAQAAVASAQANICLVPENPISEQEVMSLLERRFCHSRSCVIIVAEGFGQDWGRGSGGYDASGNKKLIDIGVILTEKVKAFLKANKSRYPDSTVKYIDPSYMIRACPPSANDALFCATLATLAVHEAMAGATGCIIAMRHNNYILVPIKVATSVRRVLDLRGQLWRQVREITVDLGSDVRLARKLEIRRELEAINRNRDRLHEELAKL
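Compounds were pin-transferred as a titration series up to 57 uM into substrate buffer (0.5 mM F6P, 0.1 mM ATP, pH 8.0), then 1.25 nM PFK was added and reactions ran 45 min before ADP-Glo detection.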
Giardia killer – Giardia lamblia killing; Giardia lamblia trophozoite viability; activity change, % at 7.66 µM, hits read low; 340,000 compounds, 0.15% hits; AID 540267; in the data active = activity change below about -80%; inconclusive = between about -30% and that limit;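 note: parasites exposed to compound for two days anaerobically before the ATP read; % is set by controls: 0 for no effect and ±100 for the full control effect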
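Trophozoite viability was measured as ATP-dependent luminescence, read 15-30 min after reagent addition. Before that, parasites at 100 cells/well were exposed to compounds for 48 h, anaerobically, at 37 deg C.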
GALK inh – galactokinase (human) inhibition; P51570; Purified GALK, Kinase-Glo residual ATP luminescence; Potency, µM (top dose mostly 57.5 µM), without a hit: at the highest dose activity change, negative = inhibition, actives largely listed as inhibitors; 270,000 compounds, 0.007% hits; note: potency is the fitted concentration of half-maximal effect; % is set by controls: 0 for no effect and ±100 for the full control effect
Target sequence (P51570 whole entry, looked up): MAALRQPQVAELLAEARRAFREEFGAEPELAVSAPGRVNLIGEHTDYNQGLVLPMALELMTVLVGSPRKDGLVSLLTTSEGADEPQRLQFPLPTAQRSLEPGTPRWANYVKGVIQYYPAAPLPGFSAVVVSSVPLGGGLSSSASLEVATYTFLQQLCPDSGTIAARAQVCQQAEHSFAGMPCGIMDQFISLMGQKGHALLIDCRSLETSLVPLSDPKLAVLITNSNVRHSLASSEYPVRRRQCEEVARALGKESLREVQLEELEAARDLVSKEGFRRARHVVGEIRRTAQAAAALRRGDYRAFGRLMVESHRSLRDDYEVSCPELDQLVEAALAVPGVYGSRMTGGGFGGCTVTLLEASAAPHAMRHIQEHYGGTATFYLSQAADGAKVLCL
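GALK at 5 nM final was combined with compound, 35 uM ATP and 100 uM galactose in HEPES pH8.0 with MgCl2 and DTT. The reaction ran one hour at room temperature before luminescent ATP detection.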
MLL CXXC-DNA inh – MLL CXXC-DNA interaction inhibition. Q03164. MLL-CXXC / FITC-HOXA9 DNA fluorescence polarization. Potency, µM (top dose mostly 115 µM), for the others: at the top dose activity change, negative = inhibition, usual class: inhibitors. 290,000 compounds, 0.037% hits. AID 2662; active = well fitted inhibition curve with a large enough effect in the polarisation, with a control signal flat, not every such curve was filed as active; inconclusive = small, poorly fitted or top-dose-only effect, or effect the other way, or a change in a side signal; inactive = no such curve, though single readings can be large or run the other way; the % refers to the polarisation; note: potency is the fitted concentration of half-maximal effect
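Fluorescence polarization: 7 uM MLL-CXXC (stock) preincubated 5 min with compounds, then 50 nM fluorescein-HOX-A9 DNA (stock) added; 30 min ambient. Buffer 50 mM Tris-HCl pH 7.5, 50 mM NaCl, 1 mM DTT, 0.05% BSA.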
hERG WT inh – blocks the wildtype human KCNH2 potassium channel. activity change, % at 1.84 µM. 340,000 compounds, 0.37% hits. U2OS, BacMam KCNH2, thallium flux FluxOr; stronger effect = lower value. AID 720551. Q12809;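 active = maximum activity change below -70%; inconclusive = maximum activity change between -70% and -50%; inactive = maximum activity change above -50%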; note: % is set by controls: 0 for no effect and ±100 for the full control effect
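U2OS cells transduced with wild-type KCNH2 virus are loaded with FluxOr dye for 45 min, and thallium flux is measured in kinetic reads before and after stimulation buffer. Rate constants are normalized to DMSO controls.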
A-T KAP1 phos – candidate therapy for ataxia-telangiectasia. 320,000 compounds, 0.19% hits. […] A-T fibroblasts, KAP-1 phosphorylation AlphaLISA; neocarzinostatin DNA damage 30 min before lysis. Potency, µM (highest dose often 57.5 µM), without a hit: at the highest dose activation, most hits filed as activators; note: potency is the fitted concentration of half-maximal effect; % of control where 0% means no effect; nearly all actives have a fitted effect of over 45% in size
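ATM-like activity read as KAP-1 phosphorylation via AlphaLISA donor/acceptor antibody pairs after lysis and 6 hr at 25C. Cells were ATM-null patient fibroblasts ([…], hTERT), dosed 60 min, then exposed to the DSB inducer NCS for 30 min.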
TCR act – activators of T cell receptors; Potency, µM (series often up to 9.22 µM), without a hit: at the highest dose activation of IL-2 secretion, usual class: activators; 330,000 tested, under 10 active; primary human leukocytes, anti-CD3, IL-2 HTRF, 48 h; note: % of control where 0% means no effect
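IL-2 release read by HTRF sandwich (Eu cryptate donor, d2 acceptor, 665 nm emission) after 48 hr exposure of primary human leukocytes to compound together with anti-CD3 beads in the absence of co-stimulatory signals.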
Coupling enz – inhibits coupling enzyme system, counter-screen for aldolase hits; coupling enzyme system counterscreen, AmpLite Red fluorescence; AID 2472; activity change, negative = inhibition, % at 58.2 µM, hits read low; 290,000 compounds, 0.67% hits; in the data active = activity change below about -30%; note: % is set by controls: 0 for no effect and ±100 for the full control effect
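Counterscreen lacking aldolase: glyceraldehyde-3-phosphate coupling-enzyme reagent preincubated 10 min at RT with compound (at 57.5 uM final), then substrate/coupling system with AmpLite Red added; fluorescence read at 525/598 nm after 20 min RT.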
Numbers without * were called inactive; ? = inconclusive; · = no result given; [ ] = another dose, or the depositor's remark. Unless noted, calls come from the whole dose curve; as a rule, active = well fitted curve in the direction sought with a large enough effect; inconclusive = small, poorly fitted or top-dose-only effect, or another doubt; inactive = no such curve, though single readings can be large; an effect the other way counts as inactive or inconclusive.

SMILES	BCR signal inh	TSHR antagonist	Tb PFK block	Giardia killer	GALK inh	MLL CXXC-DNA inh	hERG WT inh	A-T KAP1 phos	TCR act	Coupling enz
CC(C)c1ccc(NC(=O)CSc2nc3ncccc3[nH]2)cc1	-15%	-3	3%	29	7%	-4%	-8	15%	2%	1
CC(=O)NCCc1nc2ccccc2[nH]1	6%	0	18%	-22	1%	0%	-2	1%	6%[46.1 µM]	-3
CCOC(=O)CSc1nc2sc(C)c(C)c2c(=O)[nH]1	3%	13	1%	-1	1%	12%	3	6%	-5%	-8
Cn1c(=O)c2[nH]cnc2n(-c2ccccc2)c1=O	·	·	·	-10	6%	-1%	5	·	8%	1
CN1C(=S)N(c2cccnc2)C(=O)/C1=C\c1ccc(C(C)(C)C)cc1	?	-1	-4%	38[activator]	8%	1%	3	-4%	-2%	-1
N#Cc1c(-c2ccco2)ccn(Cc2cccc(F)c2)c1=O	11%	-3	-5%	3	0%	12%	4	1%	9%	0
CCN(c1ccccc1)S(=O)(=O)c1ccc(C(=O)Nc2nnc(COC)o2)cc1	2%	0	-1%	3	-1%	-11%	2	-1%	1%	10
C[C@H]1CC[C@@]2(O[C@H](CCO)C[C@@H](O)[C@@H]2O)O1	19%	-6	-8%	-2	1%	-25%	10	-6%	-2%	0
O=C(NCCc1ccccc1)/C(=C\c1ccc([N+](=O)[O-])cc1)NC(=O)c1ccco1	4%	-16	1%	-7	-7%	-4%	29	3%	-8%	1
CCCCOP(=O)(c1ccc(N(C)C)cc1)C(O)c1c(Cl)cccc1Cl (stereo not given)	1%	4	-5%	5	·	-2%	-1	3%	6%	3
CC(C)Cc1cc(-c2ccco2)c(C#N)c(N)n1	?	0	2%	16	8%	1%	-6	10%	-3%	0
CC(=O)NCCn1c(SCc2ccc(C)cc2C)nc2ccccc2c1=O	-15%	-12	8%	16	1%	-1%	15	0%	-6%	3
CCN(CC)S(=O)(=O)c1ccc(/C=C/C(=O)OCC(=O)NCc2ccco2)cc1	1%	·	?	7	·	·	4	?	-7%	·
CSc1nsc(SCC(=O)N2CCc3ccccc32)n1	-5%	·	23%	-12	1%	11%	7	-2%	4%	1
Cc1cc(F)ccc1NCc1cc2c(cc1[N+](=O)[O-])OCO2	8%	-10	-7%	6	-2%	4%	2	0%	-2%	-4

Sorted by SMILES length (ascending): some entries from above.
SMILES	BCR signal inh	TSHR antagonist	Tb PFK block	Giardia killer	GALK inh	MLL CXXC-DNA inh	hERG WT inh	A-T KAP1 phos	TCR act	Coupling enz
CSc1nsc(SCC(=O)N2CCc3ccccc32)n1	-5%	·	23%	-12	1%	11%	7	-2%	4%	1
Cn1c(=O)c2[nH]cnc2n(-c2ccccc2)c1=O	·	·	·	-10	6%	-1%	5	·	8%	1
CCOC(=O)CSc1nc2sc(C)c(C)c2c(=O)[nH]1	3%	13	1%	-1	1%	12%	3	6%	-5%	-8

Going on with the list:
SMILES	BCR signal inh	TSHR antagonist	Tb PFK block	Giardia killer	GALK inh	MLL CXXC-DNA inh	hERG WT inh	A-T KAP1 phos	TCR act	Coupling enz
COc1cc(/C(C)=N/N2CCN(c3ccccc3OC)CC2)ccc1O	?	-5	3%	6	-2%	-5%	-13	1%	0%	-5
CNc1nc(Sc2ccccc2)cc(C(F)(F)F)n1	?	44	-2%	-9	-1%	3%	-4	11%	-1%	0
CC(C)(C)C1=CC(=Nc2ccccc2N)C=C(C(C)(C)C)C1=O	2%	-7	-4%	-11	-3%	-1%	-2	10%	2%[46.1 µM]	-1
COC(=O)C1=C(O)CSC1=Nc1ccccc1	-19%	-18	3%	4	2%	-6%	1	·	6%	0
CCOc1cccc(CN2CCN(CCc3ccccc3)C(CCO)C2)c1O (stereo not given)	-20%	19	-9%	17	4%	6%	9	2%	1%	-1
Cc1ccc(NC(=O)CN(C)CC(=O)Nc2ccc(F)c(Cl)c2)cc1	-19%	-10	-7%	4	4%	4%	-1	5%	2%	-2
Cc1onc(-c2c(Cl)cccc2Cl)c1C(=O)c1ccccc1	8%	-24	-1%	27	·	6%	1	-1%	-1%	0
OC1(c2ccccc2F)CCN(Cc2nnc(-c3ccccc3)o2)CC1	?	-23	5%	-1	4%	-3%	0	15%	4%	4
CNC(=S)SCCOc1ccccc1C	0%	24	4%	17	0%	32%[activator]	-5	10%	7%[46.1 µM]	6
CCNC(=S)NS(=O)(=O)c1ccc(Cl)cc1	?	2	0%	-5	0%	-2%	-9	2%	6%	3
NNC(=O)c1c(O)c2cccc3c2n(c1=O)CCC3	7%	-26	9%	-16	-1%	4%	1	33%	3%	-5
Nc1cc(=O)nc(SCC(=O)Nc2ccccc2)n1-c1ccccc1	0%	-5	-4%	-5	·	11%	2	7%	-60%	5
CCc1c(C)nc2ncnn2c1Nc1ccc(C)c(C)c1	-2%	-10	0%	9	3%	5%	-1	1%	2%[46.1 µM]	0
COc1ccc(OCC(=O)NC(CC(=O)O)c2ccc(OC)c(OC)c2)cc1 (stereo not given)	-13%	5	-7%	-4	0%	2%	1	7%	6%	4
Cc1ccc(NC(=O)c2ccc3ccccc3n2)nc1	?	-10	2%	-1	2%	3%	0	7%	·	-5
CCCCCCOc1ccc(OC(=O)c2ccncc2)cc1	3%	3	1%	-9	-4%	4%	7	3%	-2%[46.1 µM]	0
Cc1cc(C)c2c(c1)N[C@H](c1cccs1)[C@@H]1CCO[C@H]21	?	1	1%	0	5%	7%	-1	8%	2%	2
Cc1ccc(C(=O)N2CCCC2)c(F)c1F	26%	2	2%	-2	1%	21%	15	2%	0%	1
C#CCOCCOCCOCCNc1nc(N2CCN(C(=O)[C@H]([C@@H](C)O)n3cc(CCCCN)nn3)CC2)nc(N2CCN(C(=O)[C@H](C)n3cc(CCCN=C(N)N)nn3)CC2)n1	1%	-2	-1%	0	·	5%	-17	2%	0%	-2
Cc1nc(SCC(=O)c2cc3ccccc3oc2=O)c(C#N)c(C)c1C(=O)Nc1ccccc1	?	-32	3%	·	-2%	4%	·	14%	·	3
CN(C)S(=O)(=O)c1ccc(Cl)c(C(=O)Nc2ccc(S(=O)(=O)N3CCOCC3)cc2)c1	-8%	2	-7%	-4	7%	66%[activator]	5	-2%	-1%	3
CCC(=O)Nc1cccc(NC(=O)c2ccc3c(c2)OCCO3)c1	?	6	0%	-8	-4%	0%	0	0%	2%	3
Cc1nc2ccccc2c(=O)n1/N=C/c1ccc([N+](=O)[O-])o1	?	2	1%	·	-3%	-8%	·	9%	·	-12
CCSc1ccccc1C(=O)N1CCN(Cc2ccc3c(c2)OCO3)CC1	?	-2	-5%	-1	1%	2%	3	-4%	·	11
COc1ccc(CNc2ccc(Br)cc2)cc1	?	-17	-2%	-8	0%	3%	-3	25%	-9%	-4
CC(=O)c1ccc(NC(=O)CSc2nnc(C3CC3)n2C2CC2)cc1	?	-12	1%	20	·	·	1	13%	1%	·
Cc1nn(-c2ccccc2)c(N2CCCC2)c1/C=N/O	0%	-4	3%	2	1%	-4%	-1	-3%	-63%	3
Cc1cc2nc(-c3ccc(SCC(=O)NC(C)C)nc3)[nH]c2cc1C	10%	-8	2%	·	1%	12%	·	-2%	·	-7
N#Cc1c(N)nc2c3c(sc(=N)c2c1N)NC(=O)CC3c1c(F)cccc1Cl (stereo not given)	-1%	30	-4%	8	1%	5%	-3	3%	0%	-9
CN(Cc1ccccc1)C1(CNC(=O)CCC(F)(F)F)Cc2ccccc2C1	4%	0	-1%	22	1%	-1%	29	-10%	-6%	1
CCc1nnc(SCCSc2nnc(CC)n2N)n1N	0%	14	1%	8	-2%	5%	-3	0%	2%	2
CCCc1cc(=O)oc2c(CN3CCN(C)CC3)c(O)ccc12	1%	-6	-1%	10	4%	?	-2	8%	-5%	-1
CC1CN(C(C)C)C(C)CC1OC(=O)c1ccccc1 (stereo not given)	1%	7	-3%	-17	5%	-6%	-4	-4%	2%	1
C[C@H](NC(=O)Nc1ccccc1F)C(=O)O	?	-36	-3%	7	1%	8%	-7	0%	1%	3
COc1ccccc1CNC(=O)C1CCC(CNS(=O)(=O)c2ccccc2)CC1 (stereo not given)	-2%	-1	0%	-7	4%	-3%	4	0%	6%	6
O=C(O)CCC(=O)Nc1ccc(/C=C/C(=O)C2CC2)cc1	?	31	0%	2	-1%	-4%	3	4%	1%	1
c1ccc2c(c1)CCN(c1ncnc3c1[nH]c1ccccc13)C2	?	?	-1%	-5	-3%	10%	-1	0%	-8%	0
Cc1cc(C(=O)CN2CCC(C)CC2)c(C)n1-c1ccc(F)cc1	?	-6	0%	7	-1%	12%	2	-6%	-7%[46.1 µM]	2
COc1ccc(C(=O)/C=C/Nc2cccc(C)n2)cc1OC	?	1	0%	-15	-1%	-8%	-3	13%	-2%	-6
CCOC(=O)C(NC(=O)Nc1ncccn1)(Oc1ccccc1)C(F)(F)F (stereo not given)	-12%	14	-2%	-5	3%	2%	-1	4%	6%	4
